PLCb3 inh – human PLC-beta3 inhibitors, primary screen, biochemical, fluorescence | Purified PLC-beta3, fluorogenic substrate | inhibition, % at 12.2 µM | AID 720704, 2013 | 1-phosphatidylinositol 4,5-bisphosphate phosphodiesterase beta-3 (Homo sapiens), Q01970 | 370,000 compounds, 0.18% hits; in the data active = inhibition above about 11%;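 note: 0% = median of compound wells on plate and 100% = full blocker control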
ASAP1 inh – inhibitors of human ASAP1 ArfGAP activity, primary screen, biochemical, fluorescence polarization; inhibition, % at 16.5 µM; Arf-GAP with SH3 domain, ANK repeat and PH domain-containing protein 1 (Homo sapiens), …; 360,000 compounds, 0.19% hits; ASAP1-stimulated ARF1 GTP hydrolysis, GDP FP detection; in the data active = inhibition above about 25%;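 note: 0% = vehicle with enzyme and substrate and 100% = no enzyme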
Tn6 DDE FP – inhibitors of Tn6 peptide binding to fibrin DD(E), primary screen, biochemical, fluorescence polarization, human fibrin, Tn6 probe | Fibrinogen beta chain (Homo sapiens), P02675 | Fibrin DD(E) TRITC-Tn6 fluorescence polarization displacement | inhibition, % at 8.3 µM | 370,000 compounds, 0.21% hits | AID 720509, 2013;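 active = inhibition above a per-campaign cutoff: mean of compounds within control limits plus 3 SD, cut at about 15% in these data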;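 note: 0% = median of all compound wells on the plate and 100% = blocking peptide control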
Tn7 DDE FP – inhibitors of Tn7 peptide binding to fibrin DD(E), primary screen, biochemical, fluorescence polarization, human fibrin, Tn7 probe | FP displacement of FITC-Tn7 peptide from fibrin DD(E); 0% = median of compound wells per plate | inhibition, % at 8.3 µM | 370,000 compounds, 0.13% hits;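 active = inhibition above the mean of compounds falling within the control limits plus 3 SD of them, cut at about 14% in these data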;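 note: 0% = plate median of compound wells and 100% = 10 µM Aha-Tn7 peptide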
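Assay system: Fibrin-DD(E) protein isolated from polymerized human fibrin clots; read-out basis: percent inhibition; medium: Tris/NaCl/CaCl2 buffer, pH 7.8; signal: FP measurement; incubation: 10 min plus 3 h, room temperature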
PLC-gamma1 inh – PLC-gamma1 enzyme inhibitors, primary screen, biochemical, fluorescence, purified enzyme; inhibition, % at 12.2 µM; fluorogenic substrate; 370,000 compounds, 0.84% hits; in the data active = inhibition above about 9.5%
ARFGAP1 inhibitor – inhibitors of rat ARFGAP1 GAP activity, primary screen, biochemical, fluorescence polarization, GDP tracer; inhibition, % at 16.5 µM; 360,000 compounds, 0.26% hits; Arfgap1-stimulated ARF1 GTP hydrolysis, GDP FP detection; ADP-ribosylation factor GTPase-activating protein 1 (Rattus norvegicus), Q62848;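 active = inhibition above a per-plate limit, mean inhibition of low control wells plus 3 SD, cut at about 25% in these data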;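 note: 0% = DMSO wells with enzyme and 100% = wells lacking Arfgap1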
Target sequence (Q62848 1-136 limits assumed): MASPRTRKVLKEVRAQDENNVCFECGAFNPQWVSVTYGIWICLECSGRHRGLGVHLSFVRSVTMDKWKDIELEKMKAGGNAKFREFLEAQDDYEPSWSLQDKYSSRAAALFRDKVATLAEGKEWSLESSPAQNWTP
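Material – truncated rat Arfgap1 GAP domain · Buffer or medium – HEPES-based buffer, pH 7.5 · Reagent – human ARF1(Δ1-17)-GTP substrate · Dosing – 16.5 µM single point, 1.26% DMSO · Schedule – GTP hydrolysis reaction 2 h at 25 °C · Technique – GDP detection by fluorescence polarization · Benchmarks – No-Arfgap1 wells (100%) versus DMSO full-reaction wells (0%) · Repeats – single replicate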
ADAM10 inh – human ADAM10 inhibitors, primary screen, biochemical, QFRET, HTS; inhibition, % at 7 µM; recombinant ADAM10, EDANS/DABCYL FRET peptide cleavage, 3 h; AID 720582, 2013; 370,000 compounds, 0.62% hits;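 active = inhibition above a per-campaign cutoff equal to the mean of compounds falling between control-based bounds plus 3 SD, cut at about 20% in these data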;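 note: 0% = DMSO wells while the 100% control is not disclosed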
TDP2 absorb – human TDP2 enzyme inhibitors, primary screen, biochemical, epi absorbance, recombinant enzyme; inhibition, % at 12.8 µM; T5PNP hydrolysis, p-nitrophenol absorbance 415 nm; 370,000 compounds, 0.34% hits;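 active = inhibition above the mean of all tested compounds plus 3 SD, set per campaign, cut at about 25% in these data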;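 note: 0% = DMSO with enzyme and 100% = buffer with substrate but no TDP2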
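test system = human TDP2 enzyme | input = TDP2 enzyme at 120 nM final | medium = 50 mM Tris-HCl pH 7.5 with Mg2+, KCl, DTT, BSA | also added = T5PNP substrate, 5 mM | times = 2 h at 37 °C | technique = epi absorbance | benchmarks = high control without enzyme, low control DMSO plus TDP2 | replication = each compound tested once, singlicate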
SIAE primary – human SIAE inhibitors, primary screen, biochemical, fluorescence polarization, FP-Rh probe, 1536-well HTS; AID 1053197, 2014; 370,000 compounds, 0.69% hits; Sialate O-acetylesterase (Homo sapiens), Q9HAT2; SIAE FP-Rh probe binding; inhibition, % at 9.66 µM;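 active = inhibition above a cutoff: mean of compounds within the control limits plus 3 SD of those, cut at about 17% in these data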;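 note: 0% = plate median of compound wells and 100% = probe without SIAE protein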
ADAM17 inh – ADAM17 inhibitors, primary screen, biochemical, QFRET; inhibition, % at 6.95 µM; 370,000 compounds, 0.83% hits; recombinant ADAM17, EDANS/DABCYL FRET peptide cleavage;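 active = inhibition above the mean of compounds lying between control limits plus 3 SD, set per campaign, cut at about 8.5% in these data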;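 note: 0% = DMSO-only wells as the low control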
Target sequence (P78536 215-824 limits assumed): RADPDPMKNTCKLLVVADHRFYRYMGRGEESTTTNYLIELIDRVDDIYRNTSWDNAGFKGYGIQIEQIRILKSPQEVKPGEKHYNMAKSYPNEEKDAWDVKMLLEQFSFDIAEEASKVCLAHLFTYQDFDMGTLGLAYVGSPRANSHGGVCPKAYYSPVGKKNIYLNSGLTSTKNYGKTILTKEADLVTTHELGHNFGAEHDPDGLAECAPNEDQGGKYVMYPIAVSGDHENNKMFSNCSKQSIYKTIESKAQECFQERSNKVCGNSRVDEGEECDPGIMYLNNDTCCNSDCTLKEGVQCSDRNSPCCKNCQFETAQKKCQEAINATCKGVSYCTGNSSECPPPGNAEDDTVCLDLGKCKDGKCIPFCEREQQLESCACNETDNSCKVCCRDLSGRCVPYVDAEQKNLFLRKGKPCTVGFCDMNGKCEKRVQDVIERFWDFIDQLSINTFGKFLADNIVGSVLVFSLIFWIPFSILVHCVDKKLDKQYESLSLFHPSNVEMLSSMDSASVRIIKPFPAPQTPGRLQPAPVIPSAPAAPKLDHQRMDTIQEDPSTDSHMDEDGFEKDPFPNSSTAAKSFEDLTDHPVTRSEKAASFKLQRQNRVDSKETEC
* = called active by the depositor.

1	COCCNC(=O)/C(C#N)=C/c1cc(C)n(C2CCCCC2)c1C
2	O=S1(=O)N[C@H](Cc2ccccc2)COc2cc(N3CCSCC3)ccc21
3	O=C(Nc1ccc(S(=O)(=O)N2CCOCC2)cc1)c1cccnc1
4	COc1ccc(NC(=O)COC(=O)CCC(=O)c2cccs2)cc1OC
5	COc1ccc(CCNC(=O)C2CCCN(S(C)(=O)=O)C2)cc1 (stereo not given)
6	Cc1ccc(Sc2ccc(NC(=O)c3ccc(F)cc3)cc2C#N)cc1
7	COc1ccc(-c2cc(C(F)F)n3ncc(C(=O)N4CCc5ccccc54)c3n2)cc1
8	O=C(Nc1ccc2c(c1)OCCO2)C1c2ccccc2OCC(=O)N1Cc1cccnc1 (stereo not given)

| compound no. | 1 | 2 | 3 | 4 | 5 | 6 | 7 | 8 |
| --- | --- | --- | --- | --- | --- | --- | --- | --- |
| PLCb3 inh | -45 | -1 | -3 | -4 | -5 | 3 | -6 | -1 |
| ADAM17 inh | -12 | -3 | -2 | 1 | -2 | -3 | -1 | -5 |
| ASAP1 inh | -3 | -6 | -1 | 4 | 10 | 4 | 12 | -7 |
| PLC-gamma1 inh | -49 | -2 | 6 | 3 | -7 | 0 | -9 | 0 |
| Tn7 DDE FP | 1 | 4 | -2 | -1 | 3 | -4 | 5 | -4 |
| SIAE primary | 3 | -1 | -6 | 9 | 4 | -3 | -6 | 1 |
| TDP2 absorb | -6 | 7 | -2 | 12 | 13 | 0 | -1 | 8 |
| ARFGAP1 inhibitor | 19 | -6 | -5 | 5 | -9 | -5 | -1 | -4 |
| Tn6 DDE FP | 6 | 12 | -7 | -7 | -2 | 1 | 3 | -2 |
| ADAM10 inh | -43 | -2 | 8 | -4 | 0 | -13 | -8 | -22 |

9	CSc1ccccc1NC(=O)CN(C)C(=O)/C=C/c1ccccc1
10	CCN1CCCC1CNC(=O)C(=O)NC (stereo not given)
11	Cc1nn(-c2ccccc2)c(C)c1/C=N/n1cnnc1
12	O=C(NCC(=O)N1CCC(Cc2ccccc2)CC1)c1ccccc1F
13	Cc1cc(-c2ccccc2)n2nc(N)nc2n1
14	Cc1cc(NCCc2c[nH]c3ccccc23)ccc1Nc1cccnc1
15	CC1CC(c2ccccc2)NS(=O)(=O)O1 (stereo not given)
16	Cc1ccc(C(=O)OCC(=O)Nc2ccccc2Sc2ccccc2)cc1C

| compound no. | 9 | 10 | 11 | 12 | 13 | 14 | 15 | 16 |
| --- | --- | --- | --- | --- | --- | --- | --- | --- |
| PLCb3 inh | -4 | -5 | -2 | -6 | -125 | -40 | 8 | 4 |
| ADAM17 inh | -3 | -5 | 2 | -4 | -77 | -7 | -3 | 1 |
| ASAP1 inh | 8 | -6 | -6 | 1 | -6 | 8 | 8 | -11 |
| PLC-gamma1 inh | 10* | -1 | 2 | 4 | -87 | -38 | 4 | 2 |
| Tn7 DDE FP | -1 | 0 | -8 | 2 | -2 | -10 | -5 | 5 |
| SIAE primary | 5 | 10 | 1 | 9 | 2 | 12 | -3 | -1 |
| TDP2 absorb | 5 | -3 | -3 | 0 | 1 | -1 | 10 | -1 |
| ARFGAP1 inhibitor | 7 | 18 | 13 | 0 | 1 | 5 | 4 | 5 |
| Tn6 DDE FP | 0 | -5 | -6 | 0 | 7 | -2 | -5 | 1 |
| ADAM10 inh | -16 | -2 | -2 | -6 | -246 | -22 | -1 | 5 |

17	S=C(NC1CCCC1)NC1CCCC1
18	COc1ccc(C(=O)COC(=O)CNC(=O)c2ccc(C)s2)c(OC)c1
19	COc1ccc(CCNS(=O)(=O)c2cn(C)c(=O)n(C)c2=O)cc1
20	COC(=O)CC1=C(c2ccc([N+](=O)[O-])cc2)CCC1=O
21	O=C(CNC(=O)c1ccccc1C(F)(F)F)N/N=C/c1cccs1
22	CCCCCCn1c(SCC(C)C)nc2c1c(=O)[nH]c(=O)n2C
23	C=CCn1cc(/C=C/c2cc[n+](C)cc2)c2ccccc21
24	O=C(NC1CCCc2c1cnn2-c1ccc(F)cc1F)c1ccccc1N1CCOCC1 (stereo not given)
25	Clc1ccc(-c2nnc(-c3cccc4ccccc34)o2)cc1Cl
26	NC(=O)CCn1nc(-c2ccc(Cl)cc2)c2ccccc2c1=O

| compound no. | 17 | 18 | 19 | 20 | 21 | 22 | 23 | 24 | 25 | 26 |
| --- | --- | --- | --- | --- | --- | --- | --- | --- | --- | --- |
| PLCb3 inh | 0 | -8 | -1 | -6 | -1 | 0 | -233 | -8 | 7 | 2 |
| ADAM17 inh | 0 | -4 | 1 | 1 | 0 | -1 | -1 | 0 | 3 | -1 |
| ASAP1 inh | 0 | -11 | -8 | -2 | 1 | -5 | 9 | -19 | -16 | -1 |
| PLC-gamma1 inh | 5 | -1 | 2 | -2 | 3 | 1 | -186 | -4 | 8 | 12* |
| Tn7 DDE FP | -9 | 1 | 0 | -3 | 5 | 4 | -49 | 7 | 0 | -3 |
| SIAE primary | 0 | -5 | -2 | 6 | 0 | -1 | 6 | 5 | -3 | 6 |
| TDP2 absorb | -14 | -5 | -4 | 6 | 8 | 4 | -7 | -11 | -20 | 11 |
| ARFGAP1 inhibitor | 9 | 2 | -5 | -3 | 4 | -8 | -4 | -4 | -4 | -2 |
| Tn6 DDE FP | -9 | -6 | -4 | 3 | 0 | 3 | -9 | 6 | -2 | -9 |
| ADAM10 inh | 9 | -2 | -2 | -2 | 9 | 1 | 2 | -7 | 3 | 2 |

Sorted by length of the SMILES (lowest first): part of the list above.
17	S=C(NC1CCCC1)NC1CCCC1
15	CC1CC(c2ccccc2)NS(=O)(=O)O1 (stereo not given)
25	Clc1ccc(-c2nnc(-c3cccc4ccccc34)o2)cc1Cl
12	O=C(NCC(=O)N1CCC(Cc2ccccc2)CC1)c1ccccc1F
1	COCCNC(=O)/C(C#N)=C/c1cc(C)n(C2CCCCC2)c1C
6	Cc1ccc(Sc2ccc(NC(=O)c3ccc(F)cc3)cc2C#N)cc1
19	COc1ccc(CCNS(=O)(=O)c2cn(C)c(=O)n(C)c2=O)cc1
2	O=S1(=O)N[C@H](Cc2ccccc2)COc2cc(N3CCSCC3)ccc21

| compound no. | 17 | 15 | 25 | 12 | 1 | 6 | 19 | 2 |
| --- | --- | --- | --- | --- | --- | --- | --- | --- |
| PLCb3 inh | 0 | 8 | 7 | -6 | -45 | 3 | -1 | -1 |
| ADAM17 inh | 0 | -3 | 3 | -4 | -12 | -3 | 1 | -3 |
| ASAP1 inh | 0 | 8 | -16 | 1 | -3 | 4 | -8 | -6 |
| PLC-gamma1 inh | 5 | 4 | 8 | 4 | -49 | 0 | 2 | -2 |
| Tn7 DDE FP | -9 | -5 | 0 | 2 | 1 | -4 | 0 | 4 |
| SIAE primary | 0 | -3 | -3 | 9 | 3 | -3 | -2 | -1 |
| TDP2 absorb | -14 | 10 | -20 | 0 | -6 | 0 | -4 | 7 |
| ARFGAP1 inhibitor | 9 | 4 | -4 | 0 | 19 | -5 | -5 | -6 |
| Tn6 DDE FP | -9 | -5 | -2 | 0 | 6 | 1 | -4 | 12 |
| ADAM10 inh | 9 | -1 | 3 | -6 | -43 | -13 | -2 | -2 |

Bioassay records: PubChem, The Scripps Research Institute Molecular Screening Center
